Bioassay records from PubChem BioAssay.
POLK inh: DNA polymerase kappa (human) inhibition; Q9UBT6; purified Pol kappa, fluorescent DNA synthesis assay, 10 min; Potency, µM (titrated, usually from 107 µM), inactives show at the top dose activity, negative = inhibition, most hits filed as inhibitors; 400,000 compounds, 0.53% hits; AID 588579; also: potency is read from the fitted curve at half-maximal effect; % is scaled to controls: 0 for no effect and ±100 for the full control effect
Target sequence (Q9UBT6 whole entry, looked up): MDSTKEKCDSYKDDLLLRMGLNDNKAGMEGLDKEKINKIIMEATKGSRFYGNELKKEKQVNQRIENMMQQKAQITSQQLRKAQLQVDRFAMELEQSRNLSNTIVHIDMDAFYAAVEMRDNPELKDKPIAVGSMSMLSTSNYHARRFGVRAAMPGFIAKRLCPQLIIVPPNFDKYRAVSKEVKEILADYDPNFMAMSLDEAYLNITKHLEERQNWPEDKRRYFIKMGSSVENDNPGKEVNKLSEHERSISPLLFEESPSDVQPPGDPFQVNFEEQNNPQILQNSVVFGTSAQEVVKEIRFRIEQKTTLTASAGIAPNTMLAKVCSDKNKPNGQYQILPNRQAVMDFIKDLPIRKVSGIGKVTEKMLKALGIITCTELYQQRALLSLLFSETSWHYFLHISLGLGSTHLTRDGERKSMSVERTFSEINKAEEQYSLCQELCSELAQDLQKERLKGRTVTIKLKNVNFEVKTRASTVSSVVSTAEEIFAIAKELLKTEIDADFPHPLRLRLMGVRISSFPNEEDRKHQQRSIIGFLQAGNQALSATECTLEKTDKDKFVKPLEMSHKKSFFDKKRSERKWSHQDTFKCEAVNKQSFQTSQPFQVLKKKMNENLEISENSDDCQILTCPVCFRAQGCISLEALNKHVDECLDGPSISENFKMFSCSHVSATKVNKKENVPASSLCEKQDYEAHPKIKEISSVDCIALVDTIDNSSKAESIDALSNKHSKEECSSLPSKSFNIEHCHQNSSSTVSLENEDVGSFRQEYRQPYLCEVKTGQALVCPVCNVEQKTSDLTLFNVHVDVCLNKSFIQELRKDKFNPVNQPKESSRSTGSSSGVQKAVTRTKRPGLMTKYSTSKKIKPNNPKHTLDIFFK
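10 nM Pol kappa was preincubated with compounds for 15 min at room temperature. Reaction started with 50 nM (final) substrate. Fluorescence read kinetically at 0 and 10 min.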
POLI inh: DNA polymerase iota (human) inhibition; 390,000 compounds, 1% hits; Potency, µM (doses to about 115 µM), for the others: at the top dose activity, negative = inhibition, usual class: inhibitors; AID 588590; Pol iota fluorescent replication assay, 10 min; also: potency is read from the fitted curve at half-maximal effect
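Pol iota at 10 nM preincubated 15 min with compounds at room temperature; reaction started with fluorescent substrate, 50 nM final. Fluorescence read kinetically at 0 and 10 min; buffer-only wells as negative control.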
Pol beta inh: blocks human DNA polymerase beta activity; P06746; Pol beta primer extension/strand displacement, fluorescence kinetic; Potency, µM (series often up to 114 µM), for the others: at the highest dose activity change, negative = inhibition, most hits filed as inhibitors; 340,000 compounds, 1.3% hits; also: potency is read from the fitted curve at half-maximal effect; % is scaled to controls: 0 for no effect and ±100 for the full control effect
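Reaction started by 50 nM substrate onto compound-treated Pol beta (10 nM, 15 min preincubation, room temperature); plates read at 0 min and 10 min. Normalized concentration-effect data fitted by four-parameter Hill equation.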
Apoferritin bind: binds horse apoferritin like a general anesthetic; apoferritin/1-aminoanthracene competitive binding, fluorescence; P02791; 350,000 compounds, 0.074% hits; Potency, µM (highest dose often 77.5 µM), inactives show at the highest dose activity change, negative = displacement, hits mostly inhibitors; also: potency is read from the fitted curve at half-maximal effect; % is scaled to controls: 0 for no effect and ±100 for the full control effect; nearly all actives have a fitted effect of over 20% in size
Target sequence (P02791 2-175 limits assumed): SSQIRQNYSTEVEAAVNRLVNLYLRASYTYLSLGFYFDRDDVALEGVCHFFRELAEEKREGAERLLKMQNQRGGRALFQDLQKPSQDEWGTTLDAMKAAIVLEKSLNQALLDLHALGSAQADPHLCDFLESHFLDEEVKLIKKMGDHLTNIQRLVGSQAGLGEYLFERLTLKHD
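Apoferritin-based anesthetic binding model; compound displacement of fluorescent 1-AMA measured as endpoint fluorescence after 10 minutes at room temperature, scaled to free-ligand and complex controls.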
12-LOX inh: blocks human arachidonate 12S-lipoxygenase; 580,000 compounds, 1.1% hits; Potency, µM (series often up to 108 µM), for the others: at the top dose activity change, negative = inhibition, usual class: inhibitors; P18054; purified 12hLO, xylenol orange hydroperoxide absorbance; also: potency is read from the fitted curve at half-maximal effect; % is scaled to controls: 0 for no effect and ±100 for the full control effect
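Purified human 12hLO (150 nM final) in 25 mM Hepes, 0.01% Triton X-100, pH 7.0 was preincubated 15 min at room temperature with compound. Then 40 uM arachidonic acid was added, 30 min. Hydroperoxide was read by Fe-XO absorbance ratio 573/405 nm.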
TRHR ag: TRH receptor (human) agonism | P34981 | AID 493084 | 360,000 compounds, 0.18% hits | activation, % at 2 µM | TRHR cells, calcium flux fluo-8, FDSS agonist mode; in the data active = activation above about 30%; also: 0% is about no effect
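Agonist-mode FDSS calcium read (Ex 480/Em 530, 1 s cycles) in 1536-well TRHR cells with fluo-8 dye, after 10-cycle baseline and 23 nL compound addition; TRH at EC20 (10 nM final) added afterwards for the enhancer phase.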
ERG-DNA inh: inhibitors of human ERG Ets domain-DNA interaction; fluorescence polarization, His-ERG Ets domain / labelled DNA; Potency, µM (doses to about 76.9 µM), without a hit: top-dose FP activity, negative = inhibition, actives largely listed as inhibitors; 370,000 compounds, 0.028% hits; active = well fitted inhibition curve with a large enough effect in the polarisation, with a control signal flat; inconclusive = small, poorly fitted or top-dose-only effect, or effect the other way, or a change in a side signal; inactive = no such curve, though single readings can be large or run the other way; the % refers to the polarisation;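 also: polarization taken with two DNA probes labelled with fluorescein and Texas red; potency is read from the fitted curve at half-maximal effect; % of control where 0% means no effect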
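His-tagged ERG Ets domain (1 uM in the protein solution; 300mM KCl, 50mM Tris-HCl, 1mM EDTA, 1mM DTT, pH 7.5) received compound, then a probe mix of 5 nM fluorescein-DNA and 100nM Texas-615-DNA. Fluorescence polarization was read for both dyes.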
APE1 inh: blocks human APE1 abasic DNA cleavage | P27695 | recombinant APE1, TAMRA/BHQ-2 abasic DNA cleavage fluorescence | Potency, µM (titrated, usually from 65.8 µM), without a hit: top-dose activity change, negative = inhibition, most hits filed as inhibitors | 350,000 compounds, 0.35% hits | AID 2517;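 also: potency is read from the fitted curve at half-maximal effect; plate controls were vehicle for no effect and reference inhibitor for full effect; nearly all actives have a fitted effect of over 55% in size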
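Quantitative HTS: incision of a TAMRA/BHQ-2 double-stranded substrate bearing a tetrahydrofuran abasic site by 0.75 nM APE1 raises fluorescence. Substrate 50 nM final, added after 15 min compound preincubation at room temperature; progress as third-minus-first kinetic read difference.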
BLM helicase inh: inhibitors of human Bloom syndrome helicase BLM. AID 2528. recombinant BLM DNA unwinding, fluorescence dequenching. P54132. 350,000 compounds, 0.2% hits. Potency, µM (titrated, usually from 56.1 µM), for inactives: top-dose activity change, negative = inhibition, hits mostly inhibitors;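 also: potency is read from the fitted curve at half-maximal effect; plate controls were vehicle for no effect and no enzyme for full effect; nearly all actives have a fitted effect of over 35% in size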
* hit, by the source's call; ? = inconclusive; nt = no result given; & = joins results of further samples; [ ] = dose if it differs, or a comment. Unless noted, calls follow the shape of the dose curve; as a rule, active = well fitted curve in the direction sought with a large enough effect; inconclusive = small, poorly fitted or top-dose-only effect, or another doubt; inactive = no such curve, though single readings can be large; an effect the other way counts as inactive or inconclusive. This is a subset, so the mix of outcomes need not match the whole.

SMILES	POLK inh	POLI inh	Pol beta inh	Apoferritin bind	12-LOX inh	TRHR ag	ERG-DNA inh	APE1 inh	BLM helicase inh
Cc1c(OC(C)C(=O)O)ccc2c3c(c(=O)oc12)CCCC3 (centres undefined)	4%	26%	101%	-10%	1%	0.3	-3%	11%	0%
CCN(CC)C(=O)C1CCCN(C(=O)c2oc3ccc(C)cc3c2C)C1 (centres undefined)	-4%	19%	1%	-9%	18%	-0.1	-3%	-7%	-2%
CCN(CC)C(=O)c1cc2c(=O)c3cc(F)ccc3oc2nc1C	-6%	27%	?	-9%	?	0.7	-5%	10%	-7%
CC(C)(C)c1cc2cccnc2n1Cc1cccc(Cl)c1	1%	9%	-22%	?	-9%	-1.4	1%	-2%	-1%
COC(=O)c1sccc1NC(=O)c1ccc(C)s1	-3%	20%	0%	3%	4%	-0.3	2%	-1%	-5%
CCn1cc(C(=O)NC(=S)Nc2ccccc2Br)cn1	1%	21%	1%	?	28µM*	0.5	2%	-5%	-3%
O=C(NCCc1nnc2ccc(NCCCN3CCOCC3)nn12)c1ccccc1F	-7%	32%[activator]	14%	-4%	2%	0.5	3%	6%	1%
Cc1ccc(NC(=O)c2ccc(CSc3nnc(-c4ccncc4)n3C)cc2)cc1	-4%	-1%	45%	-5%	2%	nt	-5%	2%	-3%
CCCCC(=O)Nc1ccnc(-c2cccnc2)n1	1%	1%	21%	-4%	8%	0.2	6%	-2%	-2%
COc1ccc2c(COC(=O)CC3Sc4ccccc4NC3=O)cc(=O)oc2c1 (centres undefined)	-23%	?	35µM*	-13%	?	0.7	1%	6%	-19%

Entries of single compounds, looked up by structure. Values in the order: POLK inh, POLI inh, Pol beta inh, Apoferritin bind, 12-LOX inh, TRHR ag, ERG-DNA inh, APE1 inh, BLM helicase inh
Cc1c(OC(C)C(=O)O)ccc2c3c(c(=O)oc12)CCCC3 (centres undefined) across the screens: 4%, 26%, 101%, -10%, 1%, 0.3, -3%, 11%, 0%
CCN(CC)C(=O)C1CCCN(C(=O)c2oc3ccc(C)cc3c2C)C1 (centres undefined) across the screens: -4%, 19%, 1%, -9%, 18%, -0.1, -3%, -7%, -2%
CCn1cc(C(=O)NC(=S)Nc2ccccc2Br)cn1 across the screens: 1%, 21%, 1%, ?, 28µM*, 0.5, 2%, -5%, -3%

Additional entries:
SMILES	POLK inh	POLI inh	Pol beta inh	Apoferritin bind	12-LOX inh	TRHR ag	ERG-DNA inh	APE1 inh	BLM helicase inh
CCOc1ccc(-c2nc(CNC(=O)NC3CCCCC3)c(C)o2)cc1	-15%[60.1 µM]	69%[activator]	-25%	29%	-12%	-1.9	5%	nt	-3%
COc1ccc(C2c3c(nc[nH]c3=O)Oc3nc[nH]c(=O)c32)cc1	nt	nt	2%	28%	nt	0.9	nt	30%	-4%
COc1cccc(-n2c(Cc3cc(=O)[nH]c(=O)[nH]3)nnc2SCC(=O)NC2CCCCC2)c1	4%	17%	-4%	-7%	?	0.2	13%	6%	-1%
CCOC(=O)CSc1nnc(-c2ccco2)n1-c1ccccc1	11%	12%	11%	?	20%	-0.7	-2%	2%	-5%
CSc1ccccc1NC(=O)Nc1cccc(Cl)c1C	-13%	21%	-5%	-5%	5%	0.2	2%	5%	-12%
N#Cc1ccc(C(=O)NCc2ccc3c(c2)CCN3C(=O)c2ccc(F)cc2)cc1	-5%[60.1 µM]	18%	-1%	?	5%	-0.1	0%	nt	-1%
O=C(CSc1nnc(-c2ccc(Br)o2)n1Cc1ccccc1)c1ccccc1F	-13%	?	?	-21%	10%	0.6	11%	0%	-6%
Cc1cccc(NC(=O)CN(CC2CCCO2)C(=O)c2oc3ccccc3c2C)c1C (centres undefined)	7%	1%	nt	nt	-23%	-0.3	15%	24%	nt
COc1ccc(/C=N\NC(=O)c2ccccc2Br)cc1COc1ccc(F)cc1	0%	21%	23%	-5%	-56%	0.3	-11%	17%	-10%
Cc1nc(C(=O)NCCC(C)C)sc1C1(C)CC(c2cccc([N+](=O)[O-])c2)=NO1 (centres undefined)	-17%	7%	3%	?	-4%	-0.6	-2%	11%	1%
Cc1cc(C(=O)NNC(=O)c2cccc([N+](=O)[O-])c2)n[nH]1	5%	4%	nt	nt	12%	-0.5	18%	26%	nt
CCOC(=O)N1CCC(NC(=O)c2ccc(CS(=O)(=O)c3ccccc3C)o2)CC1	-9%	17%	2%	-6%	11%[57.4 µM]	-0.5	0%	-6%	-1%
CCOC(=O)c1cnc(-c2ccccc2)nc1N1CCOCC1	0%	40%[activator]	11%	-9%	1%	-0.1	0%	-3%	-6%
O=C(CCc1ccccc1)Nc1cc(C(F)(F)F)ccc1Cl	-17%	?	-2%	?	5%	-0.1	-2%	-4%	-8%
O=C(CC1SC(=NCc2ccccc2)NC1=O)Nc1ccccc1 (centres undefined)	-11%	36%[activator]	2%	-9%	-13%	-0.7	1%	3%	-9%
CN(C)S(=O)(=O)n1ccnc1	-8%	-38%	0%	-9%	7%	0.4	1%	-5%	-6%
CC(=O)c1ccc(OCC(O)CN2CCN(c3ccc(F)cc3)CC2)cc1 (centres undefined)	-3%	33%[activator]	0%	3%	?	0.5	-5%	8%	0%
CCOC(=O)c1cc2c(=O)n3ccccc3nc2n(CCCOC)c1=NC(=O)c1c(-c2c(F)cccc2Cl)noc1C	0%	?	23%	-10%	-1%	-0.2	2%	nt	-4%
COc1ccc(CNC(=O)C2CCCC2)cc1	10%	54%[activator]	nt	nt	28%	nt	5%	nt	nt
O=C(O)c1ccc(/C=N/Nc2ccc(S(=O)(=O)N3CCCC3)cc2[N+](=O)[O-])cc1	-9%	-2%	0%	-11%	20%	-0.7	5%	4%	-3%
CC(C)Cc1nc(S(=O)(=O)c2ccc(Cl)cc2)c(N2CCOCC2)o1	3%	-2%	18%	88%[activator]	nt	-0.1	-7%	-5%	-4%
O=C(Nc1ccc(C(=O)O)cc1)/C(=C\c1ccco1)NC(=O)c1ccccc1	-1%	66%[activator]	?	-3%	0%	0.4	5%	-2%	1%
CCc1cc(=O)oc2cc(OCC(=O)NCCN3CCOCC3)c(Cl)cc12	14%	26%	9%	-14%	0%	0.7	8%	65%[activator]	-9%
CC(C)OCCCNc1ncnc2c1[nH]c1ccc(F)cc12	-8%	-9%	-1%	-11%	-1%	1.1	-8%	-6%	-5%
COc1ccc(C2N(c3ccccn3)C(=O)C3CCCN32)c(OC)c1 (centres undefined)	-10%	17%	28%	-6%	-9%	0.9	-2%	-4%	1%
Cc1sc2nc(CSc3ncn[nH]3)[nH]c(=O)c2c1C	-8%	30%[activator]	0%	-21%	0%	2.5	3%	-5%	-3%
CCOC(=O)Cn1nnnc1C(CC)N(Cc1cc2ccc(C)cc2[nH]c1=O)C1CCCC1 (centres undefined)	-8%	12%	0%	-9%	1%	0.1	-3%	0%	-2%
CCn1c(=O)c(=O)n(CC)c2cc(N3CCCCC3)c(NC(=O)c3ccc(Cl)cc3)cc21	10%	14%	?	1%	-2%&-12%	-1.5	0%	-10%	-2%
COC(=O)C(Cc1cnc(Cl)s1)(C(=O)OC)c1ccc(C(F)(F)F)cc1[N+](=O)[O-]	-19%	-5%	2%	?	?	-0.8	3%	0%	-5%
Cc1cccc(COCC(Cc2ccccc2)N2CCN(C(=O)c3cc(Cl)cc(Cl)c3)CCC2=O)c1 (centres undefined)	12%	7%	?	1%	nt	0.4	1%	-7%	-11%
Cc1cccc(NC(=S)N(C)C2CCCCC2)c1	-6%	38%[activator]	?	-17%	-6%	0.5	0%	0%	-1%
Cc1cc(C)c(C(N)=O)c(Nc2ccc(F)cc2)n1	-12%	132%[activator]	0%	-11%	0%	0.6	-3%	17%	-8%
CC1CCN(C(=O)COC(=O)c2ccccc2NC(=O)c2ccco2)CC1	8%	-1%	0%	?	-28%&0%	-0.6	3%	10%	-1%
Cc1cc(Cl)ccc1OCc1nc(-c2ccc(-n3cccc3)cc2)no1	-6%	-8%	8%	-11%	-3%	-0.5	0%	nt	-2%
Cc1cc(C)cc(OC(=O)c2cc(-c3ccc(Cl)cc3)on2)c1	14%	33%	-3%	2%	-11%	0.4	-8%	nt	-1%
COc1cc(C(=O)N[C@H](C(=O)OCC(=O)NC2CCCCCC2)C(C)C)cc(OC)c1OC	-18%	10%	nt	nt	334%[activator]	nt	3%	16%	nt
CN(CCCC(=O)N1CCCC(C(N)=O)C1)S(=O)(=O)c1ccc(F)cc1 (centres undefined)	-4%	1%	42%	-8%	14%	-0.5	-1%	49%[activator]	-1%
CCOc1ccccc1NC(=O)CCN1CCN(S(=O)(=O)c2ccc(OC)cc2)CC1	-1%	-20%	19%	-1%	0%	0.5	0%	-5%	0%
CCc1ccc(NC(=O)C(=O)NCC2CCCN2S(=O)(=O)c2cccs2)cc1 (centres undefined)	-3%	11%	nt	nt	8%	0.1	1%	11%	nt
CC(C)CCNC(=O)C1CCCN(S(=O)(=O)c2ccc3c(c2)CC(C)N3C(=O)C2CC2)C1 (centres undefined)	16%	-10%	-5%	?	53%[activator]	0.9	4%	37%	-1%
COc1ccccc1N(CC(=O)NCc1ccc(F)cc1)C(=O)CCC(=O)Nc1ccccn1	-19%	13%	0%	-8%	-3%	0.1	1%	0%	0%
Cc1cccc(-c2nnn3c2nc(NCCC(C)C)c2ccccc23)c1	-23%	40%[activator]	?	-1%	-21%	0.3	-7%	nt	-3%
CC(C#N)Sc1ccc(S(=O)(=O)N(C)C2CCCCC2)cn1 (centres undefined)	-8%	8%	nt	nt	189%[activator]	0.6	-9%	4%	nt
